Bioassay records deposited in PubChem by National Center for Advancing Translational Sciences (NCATS).
a7 integrin act – qHTS for Activators of Integrin-Mediated Alleviation for Muscular Dystrophy. alpha7betagal myoblasts, beta-gal FDG fluorescence, 48 h. Potency, µM (series often up to 38.3 µM), without a hit: at the highest dose activation, hits mostly activators. 0.064% of 350,000 active;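 further: potency means the concentration at half of the fitted maximal effect; 100% = response of the positive control SU9516; nearly all actives have a fitted effect of over 60% in size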
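Alpha7betagal+/- myoblasts (passage 13) were plated 16-24 hr, then exposed to compounds (1:260 dilution of DMSO stock) for 48 hours at 37C. After MPER lysis, β-galactosidase reporter activity was read as FDG fluorescence (ex 480/em 540) after 30 minutes.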
ASM inhibitor – Inhibitors of Secretory Acid Sphingomyelinase (S-ASM): qHTS. 0.006% of 340,000 active. placental ASM, HMU-PC fluorogenic substrate, 60 min. Potency, µM (doses to about 57.5 µM), without a hit: top-dose activity change, negative = inhibition, actives largely listed as inhibitors. Sphingomyelin phosphodiesterase (Homo sapiens), P17405. AID 504937, 2011; further: potency means the concentration at half of the fitted maximal effect
Target sequence (P17405 47-631 limits assumed): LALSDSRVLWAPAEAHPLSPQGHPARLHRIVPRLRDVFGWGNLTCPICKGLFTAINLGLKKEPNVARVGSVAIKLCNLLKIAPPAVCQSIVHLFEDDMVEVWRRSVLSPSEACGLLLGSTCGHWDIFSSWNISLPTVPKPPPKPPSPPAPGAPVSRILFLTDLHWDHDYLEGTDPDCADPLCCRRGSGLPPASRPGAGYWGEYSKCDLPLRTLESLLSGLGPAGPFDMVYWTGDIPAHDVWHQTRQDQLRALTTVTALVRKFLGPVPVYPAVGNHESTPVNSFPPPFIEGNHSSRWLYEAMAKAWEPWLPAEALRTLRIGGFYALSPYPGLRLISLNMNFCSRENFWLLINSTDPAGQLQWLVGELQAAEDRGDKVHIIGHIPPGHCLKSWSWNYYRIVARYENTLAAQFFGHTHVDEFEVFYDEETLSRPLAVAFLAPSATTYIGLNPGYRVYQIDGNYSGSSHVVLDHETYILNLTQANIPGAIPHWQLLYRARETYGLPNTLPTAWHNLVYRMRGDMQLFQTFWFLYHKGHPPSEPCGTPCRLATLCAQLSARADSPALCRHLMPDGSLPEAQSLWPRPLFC
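Human placenta-derived ASM preincubated with compound 10 min at room temperature, then reacted with 9 uM (final) fluorogenic HMU-PC substrate for 60 min at 37 C. Stop solution raises pH to 10; fluorescence read at Ex 386/Em 447 nm.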
PTAP TSG101 blk – qHTS Assay for Iinhibitors of HIV-1 Budding by Blocking the Interaction of PTAP/TSG101. Potency, µM (doses to about 115 µM), for the others: top-dose activity change, negative = inhibition, hits mostly inhibitors. 340,000 tested, under 10 active. Tumor susceptibility gene 101 protein (Homo sapiens), Q99816. Fluorescence polarization, FITC-PTAP peptide / Tsg101 binding; active means well fitted inhibition curve with a large enough effect in the main read-out, with a control signal flat, not every such curve was filed as active; inconclusive means small, poorly fitted or top-dose-only effect, or effect the other way, or a change in a side signal; inactive means no such curve, though single readings can be large or run the other way; further: potency means the concentration at half of the fitted maximal effect; % of control where 0% means no effect
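Compounds were pin-transferred onto Tsg101 binding domain (10 uM final) in HEPES pH 7.5 buffer, then FITC-PTAP peptide was added at 50 nM final. After 20 min at RT, polarization reported peptide displacement across a qHTS concentration series.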
TCR act – Activators of T cell receptors: qHTS campaign. 330,000 tested, under 10 active. Potency, µM (series often up to 9.22 µM), without a hit: top-dose activation of IL-2 secretion, hits mostly activators. primary human leukocytes, anti-CD3, IL-2 HTRF, 48 h; further: % of control where 0% means no effect
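TCR engagement came from a-CD3 beads alone, with compounds added to primary human leukocytes for 48 hr. Secreted IL-2 bridged europium cryptate- and d2-labelled anti-IL-2 antibodies, giving FRET emission at 665nm after 320nm excitation.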
TSHR antagonist – Antagonists of the Thyroid Stimulating Hormone Receptor: HTS campaign; Thyrotropin receptor (Homo sapiens), P16473; TSHR-expressing cells, TSH-stimulated cAMP HTRF, 2 h; stronger effect = lower value; activity change, negative = inhibition, % at 11.5 µM; 0.2% of 330,000 active; AID 504810, 2011;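 active means activity change below a set negative limit, meaning inhibition stronger than a set level, cut at about -70% in these data; inconclusive means activity change between two set negative limits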; further: on the % scale 0 is the no-effect control and ±100 the full control effect
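Freshly harvested TSHR cells receive pin-tooled compound, then EC80 TSH at 4nM final. After 2 hours at 37 deg C, antibody in lysis buffer and cAMP-d2 are added; 30 minutes at ambient temperature precede the HTRF read.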
Mito fusion act – qHTS Assay for Small Molecule Inhibitors of Mitochondrial Division or Activators of Mitochondrial Fusion | 0.23% of 320,000 active | S. cerevisiae fusion-defective mutant growth rescue, CellTiterGlo 48 h | Potency, µM (titrated, usually from 46.1 µM), without a hit: at the top dose growth rescue (activation), usual class: activators | AID 485298, 2010;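 further: potency means the concentration at half of the fitted maximal effect; % of control where 0% means no effect; nearly all actives have a fitted effect of over 45% in size; temperature-sensitive fusion mutants such as fzo1-1 at 37 °C on non-fermentable ethanol glycerol medium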
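Growth-rescue viability read-out: after 48 h at the non-permissive 37C in glycerol/ethanol YPEG, yeast mitochondrial fusion mutants are measured by CellTiterGlo luminescence; compounds (23 nl pinned per well) restoring growth score as division inhibitors or fusion activators.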
AT treatment – qHTS Assay for Identifying a Potential Treatment of Ataxia-Telangiectasia; Potency, µM (highest dose often 57.5 µM), for inactives: top-dose activation, usual class: activators; […] A-T fibroblasts, KAP-1 phosphorylation AlphaLISA; neocarzinostatin DNA damage 30 min before lysis; AID 485349, 2010; 0.19% of 320,000 active; further: potency means the concentration at half of the fitted maximal effect; % of control where 0% means no effect; nearly all actives have a fitted effect of over 45% in size
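ATM-like activity read as KAP-1 phosphorylation via AlphaLISA donor/acceptor antibody pairs after lysis and 6 hr at 25C. Cells were ATM-null patient fibroblasts ([…], hTERT), dosed 60 min, then exposed to the DSB inducer NCS for 30 min.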
MLL CXXC-DNA inh – qHTS Fluorescence Polarization Assay for Inhibitors of MLL CXXC domain - DNA interaction. Histone-lysine N-methyltransferase 2A (Homo sapiens), Q03164. MLL-CXXC / FITC-HOXA9 DNA fluorescence polarization. Potency, µM (series often up to 115 µM), inactives show top-dose activity change, negative = inhibition, most hits filed as inhibitors. 0.037% of 290,000 active. AID 2662, 2010; active means well fitted inhibition curve with a large enough effect in the polarisation, with a control signal flat, not every such curve was filed as active; inconclusive means small, poorly fitted or top-dose-only effect, or effect the other way, or a change in a side signal; inactive means no such curve, though single readings can be large or run the other way; the % refers to the polarisation; further: potency means the concentration at half of the fitted maximal effect
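Fluorescence polarization: 7 uM MLL-CXXC (stock) preincubated 5 min with compounds, then 50 nM fluorescein-HOX-A9 DNA (stock) added; 30 min ambient. Buffer 50 mM Tris-HCl pH 7.5, 50 mM NaCl, 1 mM DTT, 0.05% BSA.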
Menin MLL FP TR – qHTS Assay for Inhibitors Targeting the Menin-MLL Interaction in MLL Related Leukemias: Competition With Texas Red Labeled MLL-derived Mutant Peptide | Menin + Texas Red MLL mutant peptide, fluorescence polarization | Potency, µM (doses to about 61.6 µM), for the others: at the highest dose FP activity change, negative = inhibition, most hits filed as inhibitors | 0.23% of 270,000 active | AID 1768, 2009; active means well fitted inhibition curve with a large enough effect in the polarisation, with a control signal flat, not every such curve was filed as active; inconclusive means small, poorly fitted or top-dose-only effect, or effect the other way, or a change in a side signal; inactive means no such curve, though single readings can be large or run the other way; the % refers to the polarisation; further: potency means the concentration at half of the fitted maximal effect; % of control where 0% means no effect; many of its hits are not listed in these tables
MBNL1-CUG inh – qHTS Assay for Inhibitors of MBNL1-poly(CUG) RNA binding. Muscleblind-like protein 1 (Homo sapiens), Q9NR56. TR-FRET MBNL1-His/biotin-(CUG)12 binding, 665/545 ratio. Potency, µM (series often up to 57.5 µM), inactives show at the top dose activity change, negative = inhibition, hits mostly inhibitors. 0.036% of 280,000 active; active means well fitted inhibition curve with a large enough effect in the signal ratio, with a control signal flat, not every such curve was filed as active; inconclusive means small, poorly fitted or top-dose-only effect, or effect the other way, or a change in a side signal; inactive means no such curve, though single readings can be large or run the other way; the % refers to the signal ratio; further: potency means the concentration at half of the fitted maximal effect; on the % scale 0 is the no-effect control and ±100 the full control effect
Target sequence (Q9NR56 whole entry, looked up): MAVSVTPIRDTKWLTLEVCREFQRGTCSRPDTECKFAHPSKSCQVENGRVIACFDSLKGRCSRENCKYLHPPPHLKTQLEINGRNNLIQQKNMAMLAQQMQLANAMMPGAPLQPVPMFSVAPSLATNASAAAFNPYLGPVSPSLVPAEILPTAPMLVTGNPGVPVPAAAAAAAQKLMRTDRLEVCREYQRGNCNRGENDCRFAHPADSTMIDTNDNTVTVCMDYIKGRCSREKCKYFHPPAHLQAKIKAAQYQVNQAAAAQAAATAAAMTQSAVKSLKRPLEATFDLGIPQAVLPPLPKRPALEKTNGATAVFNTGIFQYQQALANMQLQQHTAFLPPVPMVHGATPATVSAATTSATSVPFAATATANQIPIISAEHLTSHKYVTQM
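TR-FRET between His-tagged MBNL1 and biotin-(CUG)12 RNA, detected with Tb anti-His antibody (0.055 ng/ul) and streptavidin-XL665 (5 nM), 60 min at room temperature. Compounds titrated 92 nM to 58 uM; 665/545 nm ratio normalized to buffer and complex controls.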
Active calls of the source: *; ? = inconclusive; / = no result given; [ ] = another dose, or the depositor's remark. Unless noted, the call rests on the fitted dose curve; in most records, active means well fitted curve in the direction sought with a large enough effect; inconclusive means small, poorly fitted or top-dose-only effect, or another doubt; inactive means no such curve, though single readings can be large; an effect the other way counts as inactive or inconclusive. An excerpt; rates above refer to the full screens.

SMILES	a7 integrin act	ASM inhibitor	PTAP TSG101 blk	TCR act	TSHR antagonist	Mito fusion act	AT treatment	MLL CXXC-DNA inh	Menin MLL FP TR	MBNL1-CUG inh
COC(=O)CCC(=O)N1CCOCCOCCN(C(=O)CCC(=O)OC)CCOCCOCC1	42%	0%	-6%	-4%[46.1 µM]	13	-6%	-3%	-3%	10%	7%
OC[C@@H]1[C@@H](c2ccccc2)C(c2ccc(F)cc2)=NN1c1ccccc1	-11%	/	0%	3%[46.1 µM]	-4	/	27%	/	?	/
Cc1cc(C)c2oc(C(=O)N(Cc3ccccc3)C3CCS(=O)(=O)C3)cc(=O)c2c1 (configuration not stated)	8%	1%	-8%	-3%	-11	0%	9%	4%	/	7%
C/C(=N\NC(N)=O)c1ccc(-n2ccnc2)cc1	25%	2%	-9%	-10%	10	9%	-2%	1%	-2%	/
COc1ccc(NC(=S)NNC(=O)C(C)n2nc(C)c([N+](=O)[O-])c2C)cc1 (configuration not stated)	19%	3%	-9%	-4%	7	2%	1%	9%	7%	-6%
COc1ccc(OC)c(CNc2ncc(-c3cccc([N+](=O)[O-])c3)n2C)c1	14%	1%	-1%	6%	-14	-6%	3%	-4%	-13%	?
O=C(c1cccc(F)c1)N1CCN(C(=O)C2CC2)CC1	-1%	1%	1%	-3%	15	-4%	2%	-4%	2%	-2%
O=C(OC1CCN(c2ncc(C(F)(F)F)cc2Cl)CC1)c1ccc(Cl)cc1	0%	-7%	-8%	1%	15	-13%	1%	-3%	?	-10%
CCCN(CC(=O)Nc1ccc(Cl)cc1Cl)Cc1cc(=O)n2ccsc2n1	-6%	-8%	0%	-7%	1	-1%	2%	2%	-10%	/
O=C(COc1ccc(C(=O)c2ccc(F)cc2)cc1)NCc1ccc(F)cc1	-22%	-3%	-4%	10%[46.1 µM]	-18	-3%	/	5%	4%	-9%
COC(=O)Cn1c(=O)c2c(nc3n2CCCN3Cc2ccccc2)n(C)c1=O	0%	18%	-8%	6%	4	6.3µM*	2%	1%	7%	-7%
Cc1cc(C)c2c(=O)[nH]c(SCC(=O)N3CCCCC3)nc2n1	29%	8%	-8%	-1%	-1	-1%	5%	-9%	-4%	-12%
CCOC(=O)C1CCCN(C(=O)COc2ccc(S(=O)(=O)N(CC)c3ccccc3)cc2)C1 (configuration not stated)	-15%	4%	-1%	7%	-12	5%	11%	7%	?	-5%
Cn1cnc(Sc2ncnc3nc[nH]c23)c1[N+](=O)[O-]	-29%	3%	-4%	-1%	-1	3%	2%	-5%	/	?
CSc1ncccc1C(=O)OCC(=O)c1ccccc1Br	-2%	-3%	-7%	13%	-13	-5%	9%	10%	4%	/
COc1ccccc1N(CC(=O)NCc1ccccc1)C(=O)CCC(=O)Nc1ccccn1	1%	5%	-12%	8%[46.1 µM]	-8	-4%	0%	84%[activator]	-10%	-3%
O=C(NCCO)C(=O)Nc1cc2c3c(c1)CCC(=O)N3CCC2	-3%	2%	0%	-3%	9	18%	13%	12%	-5%	-10%
COCc1cc(C)nc2oc(C(=O)c3ccccc3)c(N)c12	7%	53%[activator]	-2%	/	-5	3%	-3%	4%	3%	?
COCCn1c(=S)[nH]c2cc(C(=O)N3CCc4ccccc4C3)ccc2c1=O	-17%	1%	2%	-4%	-19	2%	2%	5%	-10%	3%
CN1CCN(c2ccc(Cl)cc2NC(=O)CC2OC(=O)c3ccccc32)CC1 (configuration not stated)	0%	2%	1%	0%	7	-6%	5%	/	/	/
COc1cc(C(=O)NCCc2cc3c(OC)ccc(OC)c3[nH]c2=O)cc(OC)c1OC	16%	7%	-8%	-4%	0	-4%	-1%	-2%	-6%	-4%
O=C(CCNC(=O)c1ccco1)Nc1ccccc1OC(F)F	9%	0%	-1%	1%	8	14%	-3%	-7%	-23%	3%
CCOC(=O)c1ccc(N2CCN(c3ccccc3F)CC2)c(NC(=O)Nc2cccc(OC)c2)c1	2%	-2%	-3%	0%[46.1 µM]	-10	-3%	1%	2%	10%	5%
CCNc1ccc(C(=O)OCC(=O)N2CCCC2)cc1[N+](=O)[O-]	-50%[inhibitor]	-2%	-1%	0%	-1	-1%	-4%	3%	-3%	?
COc1ccc(NCC(=O)Nc2ccc(Cl)cc2C)c(OC)c1	-9%	1%	-5%	-6%	-7	-2%	3%	-3%	-18%	26%
Cc1ccc(NC(=O)CSc2nc(CSc3ccc(C)cc3)cc(=O)[nH]2)cc1	24%	3%	3%	1%	4	8%	-7%[11.5 µM]	1%	-27%	-28%
CN1CCN(C(=O)c2cc3nc(-c4ccccc4)cc(C(F)(F)F)n3n2)CC1	-12%	13%	0%	-2%	/	5%	/	-1%	-18%	?
COCCn1nnnc1C(c1cc2cc(C)ccc2[nH]c1=O)N1CCCCCC1 (configuration not stated)	-31%	-2%	-7%	/	0	0%	-7%	-7%	2%	?
O=C(COC(=O)c1cc(=O)[nH]c2ccccc12)Nc1ccc(F)cc1F	5%	3%	-5%	4%	-3	/	-2%	/	/	/
CCc1nc2ccc(C(=O)N(CC)CC(=O)Nc3c(F)cccc3F)cc2nc1CC	-3%	0%	-9%	3%	10	1%	-2%	/	/	/
Cc1cc(Br)ccc1OCC(=O)NNC(=O)CCc1ccccc1	0%	-2%[11.5 µM]	-2%	-3%	0	-3%	-2%	1%	?	-4%
CC1CCCC(NC(=S)NC(=O)c2ccccc2Br)C1C (configuration not stated)	-37%[inhibitor]	-7%	0%	-7%[46.1 µM]	-33	10%	3%	?	1%	-17%
CCCn1c(=O)c2c(nc3n2CCS3)n(C)c1=O	-24%	2%	0%	0%	-6	-5%	-1%	0%	-18%	-4%
CCOc1ccc(C(=O)NCC(=O)Nc2ccncc2)cc1OCC	13%	3%	-7%	4%	1	-3%	-4%	/	/	/
CNC(=O)CS(=O)CC(=O)Nc1cc(OC(C)C)c(Cl)cc1Cl (configuration not stated)	11%	2%	-4%	-7%	-1	2%	2%	6%	21%	2%
O=C(NCc1ccco1)/C(=C\c1ccco1)NC(=O)c1ccco1	27%	-2%	-4%	3%	-34	3%	14%	3%	/	5%
COc1ccc(C(=O)NC2CCN(C(=O)NCc3ccccc3)CC2)cc1	-12%	-2%	-1%	-3%	10	1%	5%	-16%	-7%	0%
COc1ccccc1N(CC(=O)NCCC1=CCCCC1)S(=O)(=O)c1ccccc1	-30%	0%	-9%	5%	-10	17%	5%	-5%	?	2%
O=C(CSc1nc2cc3c(cc2c(=O)n1CCC1=CCCCC1)OCO3)NCc1ccco1	19%	0%	-1%	3%	6	-6%	2%	-4%	-26%	7%
N#Cc1cc(N)c(Nc2ccccc2)cc1C#N	-46%[inhibitor]	14%	-5%	1%	-5	-3%	4%	-1%	?	?
COc1ccc(N2CCN(C(=O)CCc3nnc4ccc(N5CCOCC5)nn34)CC2)cc1	0%	0%	-6%	0%	-2	-3%	1%	6%	3%	-15%
O=C(OCc1nnc(-c2ccccc2)o1)C1CC(=O)N(c2ccccc2)C1 (configuration not stated)	16%	3%	-5%	-1%	14	-3%	7%	-6%	-7%	1%
COC(=O)Nc1snnc1C	-2%	3%	-2%	5%	2	1%	1%	-1%	-16%	-18%
Nc1nnc(CCOc2ccc(Cl)cc2)s1	26%	3%	-15%	1%[46.1 µM]	-14	-1%	2%	1%	32%[activator]	12%
Cn1c(CCC(=O)Nc2ccc(S(C)(=O)=O)cc2)nc2cc(S(=O)(=O)N3CCOCC3)ccc21	2%	3%	-11%	0%	/	/	/	/	/	/
CCCCOc1ccc(C(C)NC(=O)CCS(=O)(=O)Cc2ccc(C)cc2)cc1 (configuration not stated)	-23%	1%	0%	-1%[46.1 µM]	9	0%	1%	4%	-7%	3%
CN(C(=O)CN1C(=O)NC(C)(c2cccc(Br)c2)C1=O)C1CCCCC1 (configuration not stated)	11%	-3%	1%	3%	16	-3%	4%	/	/	/
